Compound activity as filed in PubChem BioAssay.
PV pol inh = inhibitors of poliovirus RNA polymerase binding and polymerization; P03300; poliovirus polymerase elongation, fluorescence polarization; stronger effect = lower value; % elongation, % (compound at 16.7 µg/mL); 150,000 tested, 0.66% active; AID 588519; in the data active = % elongation below about 90%; note: some results filed as inactive read as strong as hits
Target sequence (P03300 1749-2209 limits assumed): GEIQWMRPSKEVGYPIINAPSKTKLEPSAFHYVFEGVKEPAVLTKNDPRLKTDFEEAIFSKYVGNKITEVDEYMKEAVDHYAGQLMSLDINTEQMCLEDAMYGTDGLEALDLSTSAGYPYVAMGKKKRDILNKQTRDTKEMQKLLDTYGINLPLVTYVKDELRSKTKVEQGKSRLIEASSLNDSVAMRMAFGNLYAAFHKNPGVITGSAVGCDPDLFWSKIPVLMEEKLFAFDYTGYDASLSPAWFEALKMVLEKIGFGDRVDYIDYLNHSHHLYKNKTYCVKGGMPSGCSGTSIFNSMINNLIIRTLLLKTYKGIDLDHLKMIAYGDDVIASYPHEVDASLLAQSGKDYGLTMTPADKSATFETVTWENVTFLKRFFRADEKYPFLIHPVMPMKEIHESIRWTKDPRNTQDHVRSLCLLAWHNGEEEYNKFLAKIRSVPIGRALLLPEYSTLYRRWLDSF
PV pol inh FP z-score = second read-out of PV pol inh, no call of its own (marks repeat the call); z-score; measured here: FP z-score; hits read low
* hit, by the source's call; & = joins results of further samples. Some of the compounds tested. The share of hits here may be higher or lower than overall.

SMILES | PV pol inh FP z-score | PV pol inh
Cc1cccc(OCC(=O)O)c1C | 0.4 | 103
Cc1ccc(NC(=O)C2CCN(S(=O)(=O)c3cccc4nonc34)CC2)cc1C | 1.6 | 113
CC1(C)C=Cc2c(c3occc3c3oc(-c4ccccc4)cc(=O)c23)O1 | -0.4 | 100
CN(C(=O)CSc1ccc2c(c1)OCCO2)c1c(N)n(Cc2ccccc2)c(=O)[nH]c1=O | -0.1 | 101
Cc1occc1C(=O)Nc1ccc(S(=O)(=O)N(C)C)cc1 | 1.4 | 105
CCN1CCN(C(=O)c2ccc3c(c2)N(Cc2cccc(F)c2)C(=O)c2ccccc2S3)CC1 | -0.2 | 104
c1ccc(-n2nnnc2NCC(c2ccco2)N2CCCCC2)cc1 (stereo not given) | 0 | 102
Cc1ccccc1Cn1c(=O)n(Cc2ccco2)c(=O)c2oc3ccccc3c21 | -1.1 | 102
CCn1c(SCc2csc(CC(=O)Nc3ccc(C)cc3)n2)nnc1-c1ccco1 | 0.2 | 103
COC(CNC(=O)Cn1nc(Cc2cccnc2)c2ccccc2c1=O)OC | -1.2 | 99
CN(C)C(=O)c1coc2nc3ccccc3nc12 | -1.3 | 98
Cc1onc(-c2c(Cl)cccc2Cl)c1C(=O)O/N=C(\N)CN1CCSCC1 | -0.5 | 99
CC(CN1CCOCC1)OC(=O)Cc1ccc(Cl)cc1 (stereo not given) | -0.6 | 100
CCOC(=O)C1=C(N)Oc2ccc(Br)cc2C1C(C#N)C(=O)OCC (stereo not given) | 1.3&0.9 | 105&103
CCS(=O)(=O)Nc1cc(-c2cn3ccc(C)cc3n2)ccc1C | 0.4 | 109
CCOC(=O)/C=C1\SCC(=O)N1CCN1CCCc2cc(C)ccc21 | 0.8 | 107
Cc1ccc(-n2c(SCc3nc(-c4ccc(Cl)cc4)no3)nnc2-c2ccncc2)cc1 | -0.5 | 105
CCCc1nc2ccccc2n1CC(=O)N(COCC)c1c(C)cccc1CC | 0 | 102
O=C(OCCS(=O)(=O)c1ccc(C(F)(F)F)cn1)c1cccc(Cl)c1 | 0.1 | 102
O=C(COC(=O)c1ccc(Br)o1)c1ccccc1 | 0 | 101
COc1ccc(NC(=O)COc2cccc3c2CCNC3=O)c(OC)c1 | -0.8 | 100
CCOc1ccc(CCNC(=O)c2ccc3c(c2)nnn3CC)cc1OCC | 0.4 | 105
CCn1cc(C(=O)OCC(=O)Nc2cccc(Cl)c2C)c(=O)c2ccc(C)nc21 | -0.1 | 105
CCN(C(=O)NCc1noc2ccccc12)c1cc(C)ccc1C | -0.2 | 105
C=CCn1c(=O)c2ccccc2n2c(SCC(=O)N(C)C)nnc12 | 0.1 | 104
CCOC(=O)c1c(S(=O)(=O)NCC(=O)Nc2ccc(Cl)c(C(F)(F)F)c2)c(C)n(C)c1C | -0.4 | 103
CC(C(=O)NCc1ccco1)n1c(-c2cscn2)nc2ccccc21 (stereo not given) | 0.2 | 104
O=C(NC1CC1)C1CCN(c2ncnc3c2sc2cccc(F)c23)CC1 | 0.3 | 103
Cc1[nH]c(=O)[nH]c(=O)c1S(=O)(=O)Nc1cccc(Cl)c1C | 0.8 | 108
CCc1ccc(OC(=O)CSc2nnc(-c3ccc4c(c3)OCO4)o2)cc1 | -0.7 | 102
CC1=Nc2cc(C(=O)NCCCN3CCOCC3)ccc2Sc2c(C)ccc(C)c21 | -0.8 | 100
CCCCN1CC(c2nc3ccccc3n2CCCCOc2c(C)cccc2C)CC1=O (stereo not given) | 0.3 | 109
COC(=O)c1cc(S(=O)(=O)N2CCCN(Cc3ccc(F)cc3)C2)c[nH]1 | 0.7 | 104
CCSc1sc(CC)cc1C(N)=O | 0.2 | 100
COc1ccc2c3c1CCCN3CCC2 | -0.5 | 99
CCc1ccc(CN(Cc2ccco2)C(=O)COc2ccccc2Cl)cc1 | -1.4 | 98
COc1ccc(CNC(=O)c2ccc3c(c2)N(Cc2ccccc2F)C(=O)c2ccccc2S3(=O)=O)cc1 | -0.1 | 104
c1ccc(CCCN2CCN(C3CCCC3)CC2)cc1 | 1 | 105
Cc1ccc(C(=O)O)cc1-n1cccc1 | -0.3 | 102
CC1CC(=O)Nc2ccccc2N1C(=O)Cn1nnc(-c2cccs2)n1 (stereo not given) | 0.6 | 113
O=C(O)CCNCc1c(Cl)cccc1Cl | 0.8 | 104
CCOc1ccc2nc(Cl)c(C3CC(c4ccc(OC)cc4)=NN3S(C)(=O)=O)cc2c1 (stereo not given) | 0.4 | 107
Cc1nn(CC(=O)NCCCN2CCN(Cc3ccccc3)CC2)c(=O)c2cc(-c3ccccc3)nn12 | -1.7 | 99
N#CCCN1c2ccccc2Sc2ccccc21 | -0.3 | 99
Cn1cccc1Cc1nnc(SCC(=O)Nc2ccc3c(c2)OCCO3)n1CCc1ccccc1 | -0.4 | 100
COc1cccc(C(=O)Nc2ccc(-c3cn4cccnc4n3)cc2)c1OC | -0.1 | 104
N#CCSc1ncccc1-c1nc2ccccc2[nH]1 | -0.2 | 100
CC(C)c1ccc(OCC(=O)Nc2ccc(S(=O)(=O)Nc3ncccn3)cc2)cc1 | 0.2 | 107
CN(C(=O)c1ccc(Cl)cc1Cl)C1CCS(=O)(=O)C1 (stereo not given) | 0.3 | 102
O=C(NCC(c1ccc2c(c1)OCO2)N1CCOCC1)c1cccc(Cl)c1 (stereo not given) | 0.5 | 109
Cc1cc2cc(CNC(=O)C(C)(C)Oc3ccc(Cl)cc3)ccc2n1C | -0.3 | 101
CCC(C)(C)NC(=O)c1ccc2c(c1)OCO2 | -0.4 | 99
O=C(O)Cn1cc2c(n1)CCCC2 | -0.3 | 101
CCOc1ccc(C(=O)N2CCN(c3ccccc3)CC2)cc1 | -0.5 | 99
Cc1nc2c(C(=O)NCCc3ccccc3)c[nH]n2c(=O)c1Cl | -0.5 | 99
N#CC1c2ccc(Br)cc2C=CC1c1ccccc1 (stereo not given) | 0 | 102
CCC(C)(CC(=O)O)Cc1nc2ccccc2s1 (stereo not given) | 0.1 | 103
N/C(=N/O)C(c1ccccc1)c1ccccc1 | 0.6 | 102
Cc1nc2nc(NC(=O)c3ccc(C(C)(C)C)cc3)[nH]n2c(=O)c1Cc1ccccc1 | -0.4 | 105
O=C1CC(=O)N(c2ccccc2)N1c1ccccc1 | 0.3 | 103

(continued)
SMILES | PV pol inh FP z-score | PV pol inh
CC1CN(CC(=O)NC2CCCCC2)CC(C)O1 (stereo not given) | 0.3 | 106
OC(CSc1nccc(-c2ccc3c(c2)OCCO3)n1)C(F)(F)F (stereo not given) | 1.1 | 110
COc1ccc(CCn2c(C)cc(C3=NNC(=NC4CC4)SC3)c2C)cc1 | 0.2 | 102
NS(=O)(=O)c1ccc(CNC(=O)COC(=O)C2CC3C=CC2C3)cc1 (stereo not given) | 0.7 | 106
Cn1c(=O)c(=O)n(C)c2cc(S(=O)(=O)NCCCN3CCN(Cc4ccccc4)CC3)ccc21 | 0.7 | 102
CCOc1ccc(-c2nc(SCC(=O)Nc3ccc4c(c3)OCO4)c(-c3ccc(F)cc3)[nH]2)cc1 | 0 | 112
CCCc1[nH]nc2c1C1(CCN(C(C)=O)CC1)C(C#N)=C(N)O2 | -0.1 | 100
COc1ccc(NC(=O)CSc2nc3nc(C)cc(C)n3n2)cc1 | 0 | 103
Cc1cc(Nc2cccc(C(F)(F)F)c2)nc2ccc(NC(=O)c3cncc(Br)c3)cc12 | 1.1 | 111
Nc1noc2c1C(c1ccc(F)c(Oc3ccccc3)c1)C1=C2CCCC1=O (stereo not given) | -0.2 | 102
Cc1sc2c(c1C)c(=O)n(-c1ccc(Cl)cc1)c(=O)n2Cc1c(F)cccc1Cl | -0.1 | 105
COc1cc(SC)ccc1C(=O)N1CCc2ccccc2C1 | -0.1 | 104
c1ccc(CNC2CCCc3c2[nH]c2ccc(-c4ccccc4)cc32)cc1 (stereo not given) | 0.8 | 104
O=C(CN1CCN(CC(=O)c2ccccc2)CC1)c1ccccc1 | -0.3 | 100
CCOC(=O)c1cn2cc(Cl)ccc2n1 | 0.1 | 104
Cc1cc(Nc2ccc(C(=O)O)cc2)c2cc(Cl)ccc2n1 | 0.1 | 102
O=C(O)C12CCCC(CBr)(CCC1)C2 | 0.1 | 102
Nc1nc2c(-c3ccc(Br)cc3)nnn2c2ccccc12 | 0 | 103
CN1C(=O)CC(C(=O)Nc2ccccc2F)SC1=Nc1ccc(Cl)cc1 (stereo not given) | 0.5 | 104
CCc1ccccc1NC(=O)CCSc1nc(-c2ccco2)cc(C(F)(F)F)n1 | 0.3 | 101

4 of the compounds above, with values under each structure.
Below each SMILES: PV pol inh FP z-score, PV pol inh
- O=C(CN1CCN(CC(=O)c2ccccc2)CC1)c1ccccc1
    -0.3, 100
- CCOC(=O)c1cn2cc(Cl)ccc2n1
    0.1, 104
- Cc1cc(Nc2ccc(C(=O)O)cc2)c2cc(Cl)ccc2n1
    0.1, 102
- O=C(O)C12CCCC(CBr)(CCC1)C2
    0.1, 102

Further structures
SMILES | PV pol inh FP z-score | PV pol inh
CN(C)S(=O)(=O)c1ccc(SCC(=O)NC2CCCc3ccccc32)nc1 (stereo not given) | 0.3 | 104
N#Cc1c(C(F)(F)F)cc(-c2cccs2)nc1SCc1ccccc1F | 0.9 | 108
OCCCCNc1cccc2ccccc12 | -4.1 | 92
CN1CCN(Cc2cc3sccc3n2Cc2ccc(F)cc2)CC1 | -0.3 | 101
COc1cccc(CNc2cccc(F)c2)c1 | 1 | 102
Cc1nnc(SCC(=O)N2CC3(C)CC2CC(C)(C)C3)[nH]c1=O (stereo not given) | -0.1 | 100
O=c1c(=O)n(-c2ccc(F)c(F)c2)ccn1Cc1ccc(F)cc1Cl | -0.1 | 106
COc1ccc2oc(C)c(C(N)=O)c2c1 | 0.6 | 104
O=C(NCCCN1CCOCC1)c1ccc2c(=O)n(CCCN3CCCC3=O)c(=S)[nH]c2c1 | 0.1 | 102
CSc1ncc(C(=O)Nc2ccccc2C(F)(F)F)c(-c2ccccc2)n1 | 1.2 | 112
COc1cccc(NC(=O)c2ccc3c(c2)CCN3S(C)(=O)=O)c1 | 0 | 106
C=CCn1c(O)c(N=NC(=O)OC)c2cc(Br)ccc21 | -0.2 | 101
Cc1cccc(-n2ncc(C(=O)N3CCc4ccccc4C3)c2C2CCN(C(=O)OC(C)(C)C)CC2)c1 | -0.7 | 102
Cc1nc(N2CCCCC2)sc1C1Sc2ccccc2NC1=O (stereo not given) | -0.5 | 98
CC(=O)NCCOc1c(C)cccc1C | 0 | 103
O=C(Nc1nn2cnnc2s1)c1ccc(S(=O)(=O)N2CCc3ccccc3C2)cc1 | -1 | 97
CNC(=O)CCc1nc(-c2ccccc2)no1 | -0.6 | 98
CCCSc1nnc2c(n1)OC(c1ccc(Br)s1)Nc1ccccc1-2 (stereo not given) | -0.6 | 103
CC(C)(C)c1nc2ccc(N)cc2[nH]1 | -3.8 | 93
Cc1cccc(CC(=O)NCc2ccc3[nH]c(C)cc3c2)c1 | 0.6 | 103
O=c1cc(CSc2ncn[nH]2)[nH]c2ccc(F)cc12 | 0.7 | 109
Cc1cc(OC(C)C)c2c3c(c(=O)oc2c1)CCCC3 | -0.4 | 100
Cc1nc2ccccc2n(CC(=O)Nc2cc(Cl)cc(Cl)c2)c1=O | -0.6 | 100
CC1(C)c2cc(Cl)ccc2-n2c1cc(O)c(-c1ccccc1)c2=O | -0.1 | 103
Cc1ccc(C(=O)OCC(=O)Nc2ccccc2C)cc1C | -1 | 100
CCOc1cc2[nH]c(=S)n(CCCN3CCC(C)CC3)c(=O)c2cc1OCC | -0.8 | 99
CSc1cccc(NC(=O)/C=C/c2ccc(C(C)C)cc2)c1 | 0.7 | 110
Cc1ccccc1Nc1nc(N)nc(COC(=O)Cc2cccs2)n1 | 0.7 | 108
CC(C)c1ccc(NC(=O)C2CCCN(S(=O)(=O)c3ccc(Br)s3)C2)cc1 (stereo not given) | 1 | 112
Cc1cc(OCC(=O)N(Cc2ccc(N(C)C)cc2)C2CCS(=O)(=O)C2)cc(C)c1Cl (stereo not given) | -0.5 | 103
COc1ccc(CNC(=O)C(C)Sc2nc(C)c(C)n2CC(C)C)cc1 (stereo not given) | 0.2 | 105
N#CC1(NC(=O)CSc2nc3ccccc3o2)CCCCC1 | 0.3 | 103
COc1ccc(N(CC(=O)N2CCN(c3ccc(F)cc3)CC2)S(=O)(=O)c2c(C)nn(C)c2C)cc1 | 0.4 | 106
CN(CC1COc2ccccc2O1)C(=O)NC12CC3CC(CC(C3)C1)C2 (stereo not given) | 0.3 | 103
CCOc1ccc(CCNC(=O)c2ccc3c(c2)NC(=O)C2CCCN32)cc1OCC (stereo not given) | 1.8 | 105
Cc1occc1C(=O)NN=C1c2ccccc2-c2ccccc21 | 0.2 | 102
Cc1csc2nc(COC(=O)CNC(=O)c3ccc(F)cc3)cc(=O)n12 | 0.6 | 109
CCOC(=O)c1c(NC(=O)OC)sc2c1CCCC2 | -0.3 | 99
CCCC1N=C2c3ccccc3N=C(SCC(=O)NCCc3ccc(Cl)cc3)N2C1=O (stereo not given) | -0.1 | 105
CCOC(=O)C1(O)c2ccccc2-c2ccccc21 | 0.3 | 106
O=C(c1ccc2c(c1)OCO2)N1CCCC1 | 0.4 | 108
COC(=O)C1C(=O)C2=C(CC1C)Nc1ccccc1NC2c1ccccc1C (stereo not given) | -0.2 | 102
COc1ccc(S(=O)(=O)N2CCCCCC2)cc1C(=O)OCC(=O)N1CC(C)OC(C)C1 (stereo not given) | 0.3 | 105
Cc1nc2c(C(=O)NCc3ccc4c(c3)OCO4)cnn2c(C)c1Cc1c(F)cccc1Cl | 0.2 | 102

Compound profiles, from the list above.
Results for Cc1ccccc1Cn1c(=O)n(Cc2ccco2)c(=O)c2oc3ccccc3c21 = PV pol inh FP z-score = -1.1; PV pol inh = 102
Results for Cc1cc(Nc2ccc(C(=O)O)cc2)c2cc(Cl)ccc2n1 = PV pol inh FP z-score = 0.1; PV pol inh = 102
Results for CC1=Nc2cc(C(=O)NCCCN3CCOCC3)ccc2Sc2c(C)ccc(C)c21 = PV pol inh FP z-score = -0.8; PV pol inh = 100
